G6PDH counter = counter-screen for G6PDH assay hits: L. mesenteroides G6PDH inhibition | hit rate 0.12% among 200,000 | AID 1020 | Purified L. mesenteroides G6PDH, diaphorase/resazurin coupled fluorescence, 45 min | inhibition, % at 5 µM; in the data active means inhibition above about 50%
FLuc act counter = affects firefly luciferase, flagging false hits in luciferase stimulation screens | P08659 | ATPlite luciferase biochemical, luminescence, 10 min; 0 = ATP-free wells, 1 = DMSO control | activation factor at 10 µM | 200,000 tested, under 10 active | AID 1027;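 active means luciferase activation factor, scaled between plate controls, of at least 2 with compound at 10 µM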
Target sequence (P08659 whole entry, looked up): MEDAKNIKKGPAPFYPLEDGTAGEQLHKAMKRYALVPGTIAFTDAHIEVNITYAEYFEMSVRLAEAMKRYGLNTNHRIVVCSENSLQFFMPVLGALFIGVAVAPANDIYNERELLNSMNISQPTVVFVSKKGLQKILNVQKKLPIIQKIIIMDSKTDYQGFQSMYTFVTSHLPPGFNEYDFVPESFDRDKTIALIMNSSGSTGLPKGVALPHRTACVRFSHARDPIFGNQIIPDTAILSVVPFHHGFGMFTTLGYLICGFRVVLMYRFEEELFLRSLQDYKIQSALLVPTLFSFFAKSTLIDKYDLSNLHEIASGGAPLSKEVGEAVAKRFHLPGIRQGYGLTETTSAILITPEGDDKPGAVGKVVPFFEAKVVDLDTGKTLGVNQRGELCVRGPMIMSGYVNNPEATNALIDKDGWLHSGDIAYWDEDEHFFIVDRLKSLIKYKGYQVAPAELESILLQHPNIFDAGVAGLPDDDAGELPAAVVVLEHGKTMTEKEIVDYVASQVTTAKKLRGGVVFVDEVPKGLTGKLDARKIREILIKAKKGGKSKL
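Material: Luciferase/luciferin reagent mix | Doses: Test compounds dosed from 2 mM stocks in 100% DMSO | Timing: 10 min incubation after luciferase reagent addition, room temperature | Measured by: Luminescence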
TNAP inh noacc = inhibitors of human TNAP without phosphate acceptor; hit rate 0.26% among 200,000; purified TNAP, CDP-star luminescence, 30 min; P05186; AID 1012; inhibition, % at 20 µM;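 active means tissue-nonspecific alkaline phosphatase inhibition above about 50% at 20 µM in the single-dose screen, limit read from the data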;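 further: 0% = DMSO negative control and 100% = EDTA positive control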
Target sequence (P05186 whole entry, looked up): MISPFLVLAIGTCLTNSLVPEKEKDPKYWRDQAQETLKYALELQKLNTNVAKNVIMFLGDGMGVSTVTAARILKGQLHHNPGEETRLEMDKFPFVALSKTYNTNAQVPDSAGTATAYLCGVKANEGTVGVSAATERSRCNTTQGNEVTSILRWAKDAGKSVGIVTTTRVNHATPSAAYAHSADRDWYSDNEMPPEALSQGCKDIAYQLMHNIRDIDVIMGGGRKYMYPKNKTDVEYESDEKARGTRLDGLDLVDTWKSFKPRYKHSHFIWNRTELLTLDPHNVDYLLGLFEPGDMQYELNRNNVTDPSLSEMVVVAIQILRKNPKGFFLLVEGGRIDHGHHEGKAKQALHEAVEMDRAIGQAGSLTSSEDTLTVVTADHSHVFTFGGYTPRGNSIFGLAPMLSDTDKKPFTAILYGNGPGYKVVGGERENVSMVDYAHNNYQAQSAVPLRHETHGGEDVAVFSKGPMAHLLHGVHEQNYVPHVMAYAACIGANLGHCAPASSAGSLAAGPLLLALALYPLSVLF
HMGR II inh = E. faecalis class II HMG-CoA reductase inhibition; purified E. faecalis HMGR, NADPH absorbance 340 nm kinetic; inhibition, % at 10 µM; hit rate 0.41% among 190,000; AID 1066;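 active means inhibition above a set limit, the median over all tested compounds plus 3 SD, cut at about 9.5% in these data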;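 further: enzyme runs in reverse so mevalonate oxidation gives rising NADPH absorbance; 0% = complete reaction with DMSO and 100% = background rate lacking mevalonate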
TNAP act hiacc = activators of human TNAP at high phosphate acceptor concentration | P05186 | purified TNAP, CDP-star luminescence, 1 M DEA, 30 min; active compounds read high; 0 = EDTA background, 1 = DMSO-only activity | activation factor at 20 µM | 200,000 tested, under 10 active | AID 1136;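 active means activation factor at least 2 at 20 µM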
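Test system – human TNAP · Doses – 20 µM single point · Incubation – 30 min, room temperature · Signal – luminescent substrate turnover signal · Read-out basis – activation factor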
Diaphorase inh = counter-screen for diaphorase-based assays: diaphorase inhibitors and chemical oxidizers; diaphorase resazurin-to-resorufin fluorescence, NADH, 16 min; bacterial (C. kluyveri) enzyme, not human; inhibition, % at 20 µM; hit rate 0.69% among 190,000;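 active means primary screen inhibition at 20 µM above a set limit, cut at about 50% in these data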;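 further: plate controls were DMSO with full reaction for no effect and wells lacking NADH for full effect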
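System: Bacterial diaphorase enzyme (C. kluyveri) | Incubation: 16-min room-temperature incubation before reading | Benchmarks: No-NADH positive control and DMSO neutral control | Measured by: Resorufin fluorescence 544/590 nm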
TNAP inh hiacc = blocks human TNAP under high phosphate acceptor concentration | inhibition, % at 20 µM | P05186 | hit rate 0.03% among 200,000 | purified TNAP, CDP-star luminescence, 1 M DEA;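 active means over 50% inhibition of tissue-nonspecific alkaline phosphatase at 20 µM in the single-dose screen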;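 further: plate controls were DMSO wells for no effect and EDTA-quenched wells as full inhibition for full effect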
Diaphorase act = diaphorase activation or chemical reduction counter-screen; hit rate 0.005% among 190,000; activation factor at 20 µM; AID 1229; Diaphorase/resazurin coupled assay, resorufin fluorescence, 16 min; active compounds read high; 1 = vehicle wells, 0 = NADH-free wells;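 active means diaphorase activity raised at least twofold by the compound at 20 µM; inactive means activation factor below 2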
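Material: purified diaphorase enzyme from Clostridium kluyveri; Also added: 0.114 mM NADH and 0.1 mM resazurin, final amounts; Doses: single compound dose of 20 µM, 1% DMSO final; Times: 16 min enzyme reaction, ambient temperature; Detection: resorufin fluorescence, excitation 544 nm, emission 590 nm; Measure: increased resorufin signal from activators or reducing compounds.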
PMI act = phosphomannose isomerase (human) activation; P34949; purified human PMI, coupled resazurin fluorescence, 20 min; active compounds read high; 1 = vehicle control, 0 substrate-free wells; activation factor at 20 µM; hit rate 0.005% among 190,000; AID 1214;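 active means activation factor of 2 or more at 20 µM, relative to plate controls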
PMI act satM6P = increases human PMI activity with near-saturating mannose 6-phosphate; coupled PMI enzyme assay, resazurin fluorescence, 20 min; active compounds read high; 1 = untreated enzyme, 0 = substrate-free blank; activation factor at 20 µM; hit rate 0.34% among 190,000; AID 1216;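 active means activation factor of 2 or more at 20 µM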
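Test system: Human PMI in coupled enzyme assay | Input: 15 ng/mL PMI | Medium: HEPES-buffered pH 7.4 with magnesium and detergent | Compound: One concentration, 20 µM, in 1% DMSO | Incubation: Enzyme reaction with compound 20 min at room temperature | Detection: Diaphorase-driven resazurin-to-resorufin fluorescence, excitation 544, emission 590 nm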
Starred values were filed as active, the others as inactive.

SMILES	G6PDH counter	FLuc act counter	TNAP inh noacc	HMGR II inh	TNAP act hiacc	Diaphorase inh	TNAP inh hiacc	Diaphorase act	PMI act	PMI act satM6P
Nc1ccccc1-c1nnc(-c2ccccc2N)n1N	-2	1	0	3	1	-6	-1	1.1	1.1	0.9
CCn1ncc(N(C)N)c(Cl)c1=O	5	1	-12	0	1.1	2	-5	1	1	0.9
C/C(Cl)=C\Cn1c(=O)c2c(nc3n2CCS3)n(C)c1=O	15	1.1	12	-3	1	3	1	1	1.1	1
Cc1ccc(S(=O)(=O)N2CCN(C(=O)c3cc4c(C)nn(-c5ccccc5)c4s3)CC2)cc1	-1	1	-10	-2	1	9	-1	0.9	0.9	1
CCn1c(SCC(=O)NNC(=S)Nc2ccccc2)nnc1-c1ccc(Cl)cc1	1	1.1	-97	-6	1.1	11	-6	0.9	0.9	1
COc1ccc(N(C(=O)C2COc3ccccc3O2)C(C(=O)NC2CCCCC2)c2ccccc2)cc1OC (stereo not drawn)	-10	1.2	-15	-2	1	23	-3	0.8	0.9	0.9
C=CCn1cccc(/C=C/C(=O)c2ccc(C(C)(C)C)cc2)c1=S	-5	1	1	-2	1	6	-2	0.9	1.3	1.4
CCCCn1c(SCC(=O)Nc2cc(NC(=O)c3ccco3)ccc2C)nc2ccccc2c1=O	0	1.1	-7	-8	1	10	-4	0.9	1	1
O=C(c1ccccc1)N1CCCC(c2ccc(Cl)cc2)=N1	-1	1	-4	-3	1	14	-2	0.9	1	0.9
CCCN1C(=O)C(NC(C)=O)c2cc(OC)ccc21 (stereo not drawn)	6	1.1	0	1	1	10	-2	0.9	1.2	1.1
COC(=O)N/N=C(\C)c1ccc(Br)cc1	-4	0.9	-18	-3	1.1	13	-6	0.9	1.1	1
Cc1ccc(NC(=O)c2cc(S(=O)(=O)N3CCOCC3)c(Br)s2)cc1	7	1	-13	3	1	23	3	0.8	0.9	0.8
N#CC(=C=[N-])c1nc2ccccc2nc1-[n+]1ccccc1	2	1	9	-3	0.9	12	12	0.9	1	1
CCSc1nnc(NC(=O)c2cccc3ccccc23)s1	-12	1	4	-8	1	2	1	1	1	1
CSc1cccc(NC(=O)COc2cccc3ccccc23)c1	2	1.1	-6	2	1	13	0	0.9	1	1.1
C[C@H](NC(=O)OC(C)(C)C)c1nnc(SCC(=O)c2ccc(Cl)cc2)o1	5	1	-16	-2	1	10	-4	0.9	1.1	1.1
CCCN(CCO)Cc1ccc2ccccc2c1	8	1	-11	-4	1	7	-5	0.9	0.9	1
CNC(=O)COC(=O)c1cc(-c2ccc(OC)cc2)nc2ccccc12	-2	0.5	-3	-4	1	4	1	1	1	1
O=C(Nc1nnc(C(F)(F)F)s1)c1ccc(Br)s1	-4	0.6	-11	0	1.1	6	-7	0.9	1.2	1.1
COc1ccc(OC)c(Nc2nc3nonc3nc2N2CCCCC2)c1	-2	1.1	-11	0	1	10	-2	0.9	0.9	1.1
CCOc1cc(/C=C2/SC(=O)N(CC(=O)N3CCc4ccccc4C3)C2=O)ccc1OCC(=O)O	1	1	-12	-3	1	13	-2	0.9	1	1
O=C(NCC(c1cccnc1)N1CCN(c2ccccc2F)CC1)c1ccccc1 (stereo not drawn)	-19	1.1	-16	4	1.1	3	-6	1	1	1.1
Nc1nc(SCC(=O)NCc2ccccc2Cl)[nH]c(=O)c1NC(=O)c1ccccc1F	6	1	-10	2	1	3	-2	1	0.9	1.1
CCOc1ccc(NC(=O)CSc2nc3ccccc3c(=O)n2CCCC(=O)NCCCN2CCCC2=O)cc1	4	1.1	-10	-4	1	24	-2	0.8	0.9	0.8
CCOC(=O)C1CCN(S(=O)(=O)c2ccc(C(C)=O)cc2)CC1	1	1	-9	-5	1	7	-2	0.9	1	1.1
SMILES	G6PDH counter	FLuc act counter	TNAP inh noacc	HMGR II inh	TNAP act hiacc	Diaphorase inh	TNAP inh hiacc	Diaphorase act	PMI act	PMI act satM6P
O=C(NC(=S)Nc1nc(-c2ccccc2)cs1)c1cccnc1	7	1	8	6	1	10	0	0.9	0.9	0.8
Cc1ccc(NC(=O)c2ccc(S(=O)(=O)N3CCOCC3)cc2)nc1	8	1	-14	-2	1	0	0	1	1.1	1.1
O=C(NCc1ccccc1)c1ccccc1Br	2	0.8	-5	-3	1.1	3	-7	1	1	1
O=c1[nH]n2c(=O)c3c([nH]c2c1N=Nc1cccc(Cl)c1)CCCC3	2	1	-19	-1	0.7	33	32	0.7	1	1
CC(=O)C1=C(C)N(CC2CC2)C(=O)N[C@H]1c1ccc(Br)cc1	18	1.1	-5	-1	1	12	-2	0.9	1	0.9
Cn1c(=O)c2c(ncn2CC(=O)NC(C)(C)C)n(C)c1=O	6	1	-7	-2	1	17	-1	0.8	0.9	0.9
O=C(CSc1ncccc1-c1nc2ccccc2[nH]1)N1CCN(c2ccccc2F)CC1	5	1	4	1	1	21	-1	0.8	0.9	0.8
Cc1cccc(C)c1NC(=O)CNc1ccccc1	-14	1.1	-15	2	1.1	14	-5	0.9	0.8	0.9
COc1ccccc1NS(=O)(=O)CC12CCC(CC1=O)C2(C)C (stereo not drawn)	4	1	-18	-1	1.1	1	-13	1	1.1	1.1
COc1ccc(CCN=Cc2c(C)[nH]n(-c3ccc([N+](=O)[O-])cc3)c2=O)cc1OC	12	1	7	-1	1	24	-3	0.8	0.8	0.6
CCCCNC(=S)Nc1ccc(Oc2ccccc2)cc1	6	1	-21	3	1	0	-1	1	1	0.9
COc1ccc(-c2cc(CCCC(=O)NCCc3ccc(OC)cc3OC)no2)cc1	7	1	-8	-4	1.1	-3	-5	1	1	1
COCCn1c(-c2cccs2)nc2c(c(=O)c3ccccc3n2C)c1=O	7	1	6	0	1	10	3	0.9	1	1
CCOC(=O)/C(C(=O)Nc1ccc(Cl)cc1Cl)=C1/NC(C)(C)Cc2ccccc21	-2	1	-13	-4	1	16	-1	0.8	0.9	0.9
O=C(O)CCCn1cc(NC(=O)c2ccc(F)cc2)cn1	0	1.1	-11	-5	1	1	-2	1	1.1	1
Fc1ccc2[nH]c3c(N4CCN(C5CCCCC5)CC4)ncnc3c2c1	4	1	-9	-7	1	-4	-4	1	1.1	1.1
C/C(=C\c1ccccc1)C(=O)c1c(C)cc(C)[nH]c1=O	5	1.1	-4	-4	1	9	-2	0.9	1	1
CC(Nc1cc(N2CCN(S(C)(=O)=O)CC2)ccc1[N+](=O)[O-])c1ccccc1 (stereo not drawn)	-18	1	-11	-4	0.9	15	13	0.9	0.9	1
ClCc1cc2ccccc2nc1Cl	2	1.1	-12	-3	1	8	-2	0.9	1.1	1
CCCOc1ccc(C(=O)N2CC3(CC(c4cccc(NC(=O)[C@@H]5CCC(=O)N5)c4)=NO3)C[C@H]2C(=O)NC2(C(N)=O)CC2)cc1 (stereo partly drawn)	1	1.1	-19	-1	1.1	5	-8	1	1.1	1.1
CCC(=O)c1c[nH]c(C(=O)NCc2ccco2)c1	-5	1	-3	2	1	18	-2	0.8	0.9	0.8
CCn1ccc(C(=O)Oc2ccc(Cl)cc2)n1	15	0.5	0	2	1	1	-4	1	1.1	0.9
COc1cc(OC)c(OC)cc1CN1CCN(c2ccccc2OC)CC1	11	1.1	-2	-1	1	8	-3	0.9	1	1
O=C(COc1ccc(Br)cc1CNCCCN1CCOCC1)Nc1ccccc1	-2	1.1	-7	1	1.1	4	-8	1	1.1	1.1
CC(=O)NC(Cc1ccc(C)cc1)C(=O)NC1CCN(C(=O)c2cnccn2)CC1 (stereo not drawn)	2	1.1	-5	-2	1.1	5	-9	0.9	1	1

Random excerpt: 3 compounds from above.
SMILES	G6PDH counter	FLuc act counter	TNAP inh noacc	HMGR II inh	TNAP act hiacc	Diaphorase inh	TNAP inh hiacc	Diaphorase act	PMI act	PMI act satM6P
COc1ccc(CCN=Cc2c(C)[nH]n(-c3ccc([N+](=O)[O-])cc3)c2=O)cc1OC	12	1	7	-1	1	24	-3	0.8	0.8	0.6
O=C(COc1ccc(Br)cc1CNCCCN1CCOCC1)Nc1ccccc1	-2	1.1	-7	1	1.1	4	-8	1	1.1	1.1
O=C(O)CCCn1cc(NC(=O)c2ccc(F)cc2)cn1	0	1.1	-11	-5	1	1	-2	1	1.1	1

(list continues)
SMILES	G6PDH counter	FLuc act counter	TNAP inh noacc	HMGR II inh	TNAP act hiacc	Diaphorase inh	TNAP inh hiacc	Diaphorase act	PMI act	PMI act satM6P
CCN(CC)N=Nc1ccc(S(N)(=O)=O)cc1	18	1	-10	10*	1.1	8	-8	0.9	0.8	0.8
CCOc1ccccc1N1C(=O)CC(N(O)c2ccccc2)C1=O (stereo not drawn)	-7	1.1	-21	-11	1.1	24	-7	0.8	1	1
Cc1ccc(-c2nnc(-c3cccc(Br)c3)o2)cc1	0	0.8	-6	-2	1	8	0	0.9	0.9	1
COc1ccc(C(C)C)cc1S(=O)(=O)n1ccnc1C	5	1	5	-5	1	8	-1	0.9	1.1	1.1
CN1/C(=C\C(=O)CSc2nncn2C)C(C)(C)c2ccccc21	15	1	-12	-3	1.1	-7	-6	1.1	1.1	1.1
O=c1nc(N(c2ccccc2)c2ccccc2)[nH]c(=O)[nH]1	4	1	-10	-4	1	6	-4	0.9	1	1
COc1cc(CNCc2ccccn2)ccc1OCC(=O)NC1CCCCC1	-10	1	-12	-3	1	0	2	1	1.1	1.1
Cc1ccc(N2CCN(S(=O)(=O)N3CCCCC3)CC2)cc1C	8	1	-1	6	1	7	-1	0.9	0.9	0.8
Cc1cccc(NC(=O)C2CCCN(C(=O)Nc3ccccc3)C2)c1C (stereo not drawn)	9	1.1	-7	-4	1	9	-2	0.9	1	0.9
CC(NC(=O)c1cncc(Br)c1)c1ccc(S(N)(=O)=O)cc1 (stereo not drawn)	-3	1.1	-10	0	1	7	-4	0.9	0.9	1
Cc1nc2ccc(NC(=O)NCCCO)cc2s1	5	1	-3	-2	1	6	-4	0.9	1	1
CC(C)(C)[C@@H]1C=C(C(=O)NCc2ccccc2)O[C@H](OCc2ccc(CO)cc2)C1	23	1.1	-7	-2	1.1	29	-5	0.7	0.8	0.5
O=c1c2ccc(Cl)cc2[nH]c(=S)n1CCC1=CCCCC1	-9	1	-16	-8	1	2	-2	1	1	1.1
